Assay outcomes deposited in PubChem by several laboratories.
HIF-2a block: HIF-2a inhibition; 786-0 RCC cells HIF-2a reporter, luciferase luminescence, overnight; inhibition, % at 18.8 µM; 0.72% of 360,000 active; AID 624352;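 active means inhibition of the luminescence signal of 40% or more relative to plate controls, in a single-dose primary screen at 18.75 µM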
NR2E3 ag-1: activates human NR2E3 receptor | inhibition of corepressor binding, % at 3.98 µM | 0.35% of 360,000 active | CHO-S Gal4-NCOR/VP16-NR2E3 two-hybrid, luciferase | Q9Y5X4 | AID 602229;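 active means inhibition above the mean of all tested compounds plus 3 SD, cut at about 70% in these data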;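 further: 0% = DMSO with NR2E3 transfected cells and 100% = cells lacking NR2E3 construct; higher means lower luciferase signal from less NR2E3 corepressor binding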
Target sequence (Q9Y5X4 whole entry, looked up, the tested form may be a part): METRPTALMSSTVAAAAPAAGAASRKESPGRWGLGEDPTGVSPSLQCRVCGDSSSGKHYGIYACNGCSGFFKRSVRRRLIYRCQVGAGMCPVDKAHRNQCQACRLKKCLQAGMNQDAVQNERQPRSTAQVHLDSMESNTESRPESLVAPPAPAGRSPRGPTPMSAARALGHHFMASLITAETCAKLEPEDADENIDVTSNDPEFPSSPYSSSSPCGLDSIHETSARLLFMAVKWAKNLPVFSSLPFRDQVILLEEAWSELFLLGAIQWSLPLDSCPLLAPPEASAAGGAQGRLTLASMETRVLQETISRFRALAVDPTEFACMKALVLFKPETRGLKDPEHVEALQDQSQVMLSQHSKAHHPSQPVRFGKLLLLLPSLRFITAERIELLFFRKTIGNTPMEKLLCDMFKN
TRPM1 prom inh: inhibitors of MITF-driven TRPM1 promoter in melanoma cells. SK-MEL-5 TRPM1 promoter luciferase, 24 h. inhibition, % at 12.5 µM. 0.83% of 330,000 active. AID 488899;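 active means mean inhibition across replicates of 60% or more, whatever share of single replicates reaches that level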; further: values of inactives mirror those of a sister screen read the other way
iPSC survival up: enhancers of human iPSC single-cell survival; hiPSC single-cell survival, ATPlite luminescence; 100% = ROCK inhibitor wells, 0% = DMSO; survival enhancement, % at 20 µM; 0.044% of 360,000 active; AID 602274; in the data active means survival enhancement above about 18%;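 further: cells exposed to compounds for 16 hours before the ATP read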
NR2E3 ag-2: agonists of human nuclear receptor NR2E3. inhibition of corepressor binding, % at 4.78 µM. GST-NR2E3/biotin-RetCOR TR-FRET, 1536-well. 0.12% of 320,000 active. AID 2300. Q9Y5X4;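 active means percent inhibition above the cutoff of mean plus 3 SD of all tested compounds, set per screening campaign, cut at about 20% in these data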;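 further: 0% = DMSO wells and 100% = biotin wells as full block of FRET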
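Assay system: NR2E3–RetCOR corepressor complex. Quantity: 1.35 nM GST-NR2E3. Buffer or medium: pH 7.5 Tris-based buffer. Reagent: biotinylated RetCOR corepressor at 7 nM final. Schedule: 5 h at 4 °C. Detection: TR-FRET, emission read at 617 and 671 nm. Replicates: one well per compound, singlicate testing.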
CF NFkB block: cystic fibrosis NF-kB activation inhibition | KKLEB NF-kB-GFP reporter, PAF-induced, GFP fluorescence overnight | AID 588850 | inhibition, % at 5 µM | 0.86% of 360,000 active;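 active means at least 50% inhibition at 5 µM, scaled per plate between neutral and stimulator controls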;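 further: PAF is a Pseudomonas aeruginosa culture filtrate used as stimulus; plate controls were PAF-stimulated DMSO wells for no effect and unstimulated DMSO wells for full effect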
Shn3 inh set2: reduces Shn3 3'UTR luciferase signal in osteoblasts | 0.52% of 360,000 active | inhibition, % at 12.5 µM | Clone20 osteoblast Shn3 3'UTR firefly luciferase, 24 h;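 active means mean inhibition of at least 75% with every replicate also reaching 75%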;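 further: 0% = median of neutral control wells and 100% = pilot-screen positive control compound; some compounds past the cut are filed as inactive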
Peg3 promoter: reduces Peg3 promoter-driven luciferase expression in HeLa. HeLa PEG-Prom luciferase reporter, luminescence, overnight. inhibition, % at 20 µM. 1.7% of 360,000 active. AID 588405;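 active means inhibition of at least 50% at 20 µM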
EBV LMP1 NFkB: inhibitors of Epstein-Barr LMP1-induced NF-kappaB reporter | LMP1-induced NF-kappaB luciferase reporter cells, luminescence | inhibition, % at 12.5 µM | 0.69% of 350,000 active | AID 504558; in the data active means inhibition above about 41%;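 further: 0% = neutral control wells and 100% = reference inhibitor control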
C8 TRAIL sens: caspase-8 TRAIL sensitization; NB7+C8 cells + TRAIL, ATPlite viability luminescence; inhibition (viability loss, TRAIL sensitization), % at 10 µM; 1% of 360,000 active; AID 624354;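 active means compounds causing at least 50% loss of cell viability in the single-dose screen, relative to plate controls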
KKLEB tox: reduces viability of KKLEB cystic fibrosis airway cells | KKLEB CF airway cells viability, ATPlite luminescence, overnight; active compounds read low; cells stimulated with P. aeruginosa culture filtrate | activity change (cytotoxicity), % at 5 µM | 0.36% of 360,000 active;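 active means corrected activity change at or below -50% at 5 µM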
* = called active by the depositor; & = joins results of further samples. A portion of the library; rates above refer to the full screens.

How did Cn1cc(CC(=O)NC2CCCCC2)c2ccccc21 do in these assays?
HIF-2a block: -5.1; NR2E3 ag-1: -14.4; TRPM1 prom inh: 1.1; iPSC survival up: -0.5; NR2E3 ag-2: -1.6; CF NFkB block: 8.8; Shn3 inh set2: 18.7; Peg3 promoter: 13.7; EBV LMP1 NFkB: -5.6; C8 TRAIL sens: -0.9; KKLEB tox: -11.4

Results for CC(NC(=O)COC(=O)c1ccc2ccccc2n1)C1CC2CCC1C2 (centres undefined) ?
HIF-2a block: 3.3; NR2E3 ag-1: -10.7; TRPM1 prom inh: 10.3; iPSC survival up: 0.8; NR2E3 ag-2: -5.3; CF NFkB block: -23.7; Shn3 inh set2: 12.2; Peg3 promoter: 0.7; EBV LMP1 NFkB: -16.6; C8 TRAIL sens: 0.7; KKLEB tox: 0.7

Results for O=C(Oc1cccc(-c2cnc3ccccc3n2)c1)c1ccco1 ?
HIF-2a block: -220.1; NR2E3 ag-1: -126.0; TRPM1 prom inh: -42.2; iPSC survival up: -0.3; NR2E3 ag-2: 4.9; CF NFkB block: -6.6; Shn3 inh set2: -38.9; Peg3 promoter: -246.2; EBV LMP1 NFkB: -22.3; C8 TRAIL sens: 22.1; KKLEB tox: 8.6

What do the screens show for `O=S(=O)(c1cccc(C(F)(F)F)c1)N(CCCN1CCOCC1)Cc1cccs1`?
HIF-2a block: 24.7&20.5; NR2E3 ag-1: 3.2&-11.1; TRPM1 prom inh: -3.9&12.3; iPSC survival up: -0.4&0.3; NR2E3 ag-2: 3.9&-4.8; CF NFkB block: 13.8&9.1; Shn3 inh set2: 7.0&3.1; Peg3 promoter: 17.5&12.3; EBV LMP1 NFkB: -13.9&-21.0; C8 TRAIL sens: -3.7&-9.0; KKLEB tox: -5.3&12.0

What do the screens show for `CCOC(=O)c1c(-c2cccc([N+](=O)[O-])c2)csc1NC(=O)C1CCCCC1`?
HIF-2a block: -3.3; NR2E3 ag-1: -13.1; TRPM1 prom inh: 2.6; iPSC survival up: -1.5; NR2E3 ag-2: 1.8; CF NFkB block: -10.9; Shn3 inh set2: 4.1; Peg3 promoter: 0.3; EBV LMP1 NFkB: 9.3; C8 TRAIL sens: -1.5; KKLEB tox: -0.9

How did COc1ccc(C(=O)NC(C(=O)N2CCN(c3ccccc3O)CC2)C(C)C)cc1 (centres undefined) do in these assays?
HIF-2a block: 6.0; NR2E3 ag-1: -5.3; TRPM1 prom inh: 12.3; iPSC survival up: -0.6; NR2E3 ag-2: 0.6; CF NFkB block: -8.0; Shn3 inh set2: -10.0; Peg3 promoter: 15.2; EBV LMP1 NFkB: -8.0; C8 TRAIL sens: 0.8; KKLEB tox: 2.7

What do the screens show for `COc1ccccc1-c1nc2ccccc2nc1-c1ccccc1`?
HIF-2a block: 7.7; NR2E3 ag-1: -1.4; TRPM1 prom inh: 9.5; iPSC survival up: -1.2; NR2E3 ag-2: 3.1; CF NFkB block: 10.1; Shn3 inh set2: 0.7; Peg3 promoter: 5.0; EBV LMP1 NFkB: 6.6; C8 TRAIL sens: -6.8; KKLEB tox: -1.6

Results for CCOC(=O)C1=CN(CC)S(=O)(=O)NC1c1ccc(F)c(Cl)c1 (centres undefined) ?
HIF-2a block: -1.5; NR2E3 ag-1: -7.6; TRPM1 prom inh: -9.0; iPSC survival up: -0.8; CF NFkB block: 24.4; Shn3 inh set2: -20.5; Peg3 promoter: 0.3; EBV LMP1 NFkB: -1.3; C8 TRAIL sens: -0.1; KKLEB tox: -3.4

How did CC(C)N1CCC(N2CCN(Cc3cc4c(cc3Cl)OCO4)CC2CCO)CC1 (centres undefined) do in these assays?
HIF-2a block: 4.7; NR2E3 ag-1: -13.2; TRPM1 prom inh: -0.1; iPSC survival up: 0.2; NR2E3 ag-2: -1.6; CF NFkB block: -2.9; Shn3 inh set2: 0.7; Peg3 promoter: 1.8; EBV LMP1 NFkB: -3.8; C8 TRAIL sens: -2.1; KKLEB tox: -0.5

Results for O=C(COc1ccc(Cl)cc1Cl)Nc1ccccc1NS(=O)(=O)c1cccs1 ?
HIF-2a block: -203.7; NR2E3 ag-1: -86.5; TRPM1 prom inh: -35.4; iPSC survival up: 0.0; NR2E3 ag-2: 0.5; CF NFkB block: 49.1; Shn3 inh set2: -15.4; Peg3 promoter: -130.5; EBV LMP1 NFkB: -11.7; C8 TRAIL sens: -7.9; KKLEB tox: -8.9

What do the screens show for `CC(=O)N1CCN(c2ccc(NC(=O)c3ccc([N+](=O)[O-])o3)cc2Cl)CC1`?
HIF-2a block: 88.2*; NR2E3 ag-1: 19.0; TRPM1 prom inh: 95.2*; iPSC survival up: 1.4; NR2E3 ag-2: 3.9; CF NFkB block: 62.3*; Shn3 inh set2: 96.3*; Peg3 promoter: 100.7*; EBV LMP1 NFkB: -26.3; C8 TRAIL sens: 30.0; KKLEB tox: -26.6

How did Cn1c(=O)c2c(nc(N3CCN(c4ccccc4)CC3)n2CCCc2ccccc2)n(C)c1=O do in these assays?
HIF-2a block: 5.7; NR2E3 ag-1: -16.9; TRPM1 prom inh: -9.7; iPSC survival up: -3.2; NR2E3 ag-2: 0.5; CF NFkB block: -3.7; Shn3 inh set2: 11.0; Peg3 promoter: 8.8; EBV LMP1 NFkB: 8.3; C8 TRAIL sens: 8.3; KKLEB tox: -6.2

Results for COc1ccc(NC(=O)C2CCCN(c3cnccn3)C2)cc1 (centres undefined) ?
HIF-2a block: -16.0; NR2E3 ag-1: 17.3; TRPM1 prom inh: -16.3; iPSC survival up: -0.4; NR2E3 ag-2: 1.1; CF NFkB block: 21.4; Shn3 inh set2: -15.7; Peg3 promoter: -27.7; EBV LMP1 NFkB: -6.8; C8 TRAIL sens: 32.3; KKLEB tox: -4.9

How did OC(Cc1ccncc1)(c1ccccc1)c1ccccc1 do in these assays?
HIF-2a block: 4.3; NR2E3 ag-1: -33.1; TRPM1 prom inh: 7.8; iPSC survival up: 3.9; NR2E3 ag-2: 0.3; CF NFkB block: -11.8; Shn3 inh set2: 9.7; Peg3 promoter: -16.8; EBV LMP1 NFkB: -0.2; C8 TRAIL sens: 21.4; KKLEB tox: -5.1

What do the screens show for `Cc1nc2ccccc2n1CC(=O)N/N=C/c1cccnc1`?
HIF-2a block: 16.3; NR2E3 ag-1: -19.7; TRPM1 prom inh: -14.2; iPSC survival up: 2.1; NR2E3 ag-2: 0.8; CF NFkB block: 4.8; Shn3 inh set2: -23.1; Peg3 promoter: -7.3; EBV LMP1 NFkB: -2.9; C8 TRAIL sens: -7.6; KKLEB tox: -2.3

Results for C=C(C)Cn1c(C)cc(C)c(S(=O)(=O)c2ccc(C)cc2)c1=O ?
HIF-2a block: 16.7; NR2E3 ag-1: -3.7; TRPM1 prom inh: 2.0; iPSC survival up: -3.4; NR2E3 ag-2: 3.1; CF NFkB block: -2.0; Shn3 inh set2: 12.8; Peg3 promoter: 20.6; EBV LMP1 NFkB: -3.3; C8 TRAIL sens: 7.5; KKLEB tox: 1.9

Results for CCC(CC)NC(=O)c1cccc(NC(=O)C(C)C)c1 ?
HIF-2a block: 13.3; NR2E3 ag-1: 5.1; TRPM1 prom inh: -3.7; iPSC survival up: -1.2; NR2E3 ag-2: -2.7; CF NFkB block: -11.4; Shn3 inh set2: -23.7; Peg3 promoter: 18.3; EBV LMP1 NFkB: 6.8; C8 TRAIL sens: 0.7; KKLEB tox: 16.9

Results for C[C@H](CO)N1C[C@H](C)[C@@H](CN(C)C(=O)NC2CCCCC2)Oc2c(NC(=O)CCC(F)(F)F)cccc2C1=O ?
HIF-2a block: 5.2; NR2E3 ag-1: -9.7; TRPM1 prom inh: -1.8; iPSC survival up: -1.1; CF NFkB block: 1.8; Shn3 inh set2: 4.0; Peg3 promoter: 5.6; EBV LMP1 NFkB: 2.5; C8 TRAIL sens: -12.5; KKLEB tox: 2.0

What do the screens show for `COc1cc(CNC(C)C)c(Br)cc1OC1CCCC1`?
HIF-2a block: 7.3; NR2E3 ag-1: -13.1; TRPM1 prom inh: -1.9; iPSC survival up: 0.5; NR2E3 ag-2: 6.4; CF NFkB block: 22.8; Shn3 inh set2: 4.4; Peg3 promoter: 9.2; EBV LMP1 NFkB: 0.9; C8 TRAIL sens: -1.8; KKLEB tox: -4.5

Results for Cc1ccc(NC(=O)/C=C/c2ccc([N+](=O)[O-])s2)c(C)c1 ?
HIF-2a block: 78.7*; NR2E3 ag-1: 23.5; TRPM1 prom inh: 109.2*; iPSC survival up: -4.2; NR2E3 ag-2: 2.0; CF NFkB block: -13.3; Shn3 inh set2: 94.4*; Peg3 promoter: 89.2*; EBV LMP1 NFkB: 84.2*; C8 TRAIL sens: -17.8; KKLEB tox: -29.1

Results for O=C(Cn1c(=O)oc2cc(S(=O)(=O)N3CCCC3)ccc21)Nc1cccc(C(F)(F)F)c1 ?
HIF-2a block: 8.9; NR2E3 ag-1: 29.6; TRPM1 prom inh: 8.7; iPSC survival up: -0.5; NR2E3 ag-2: 1.9; CF NFkB block: -4.6; Shn3 inh set2: 56.8; Peg3 promoter: 8.2; EBV LMP1 NFkB: 6.2; C8 TRAIL sens: 3.6; KKLEB tox: 7.8

How did Cc1ccc(S(=O)(=O)NC(=O)COc2ccccc2)cc1 do in these assays?
HIF-2a block: 11.1; NR2E3 ag-1: 8.0; TRPM1 prom inh: 6.5; iPSC survival up: 0.2; NR2E3 ag-2: 0.7; CF NFkB block: 12.0; Shn3 inh set2: 10.5; Peg3 promoter: -2.9; EBV LMP1 NFkB: 4.9; C8 TRAIL sens: -10.2; KKLEB tox: 6.9

No new results follow: three of the compounds above.
Results for Cc1ccc(NC(=O)/C=C/c2ccc([N+](=O)[O-])s2)c(C)c1 ?
HIF-2a block: 78.7*; NR2E3 ag-1: 23.5; TRPM1 prom inh: 109.2*; iPSC survival up: -4.2; NR2E3 ag-2: 2.0; CF NFkB block: -13.3; Shn3 inh set2: 94.4*; Peg3 promoter: 89.2*; EBV LMP1 NFkB: 84.2*; C8 TRAIL sens: -17.8; KKLEB tox: -29.1

Results for O=C(Cn1c(=O)oc2cc(S(=O)(=O)N3CCCC3)ccc21)Nc1cccc(C(F)(F)F)c1 ?
HIF-2a block: 8.9; NR2E3 ag-1: 29.6; TRPM1 prom inh: 8.7; iPSC survival up: -0.5; NR2E3 ag-2: 1.9; CF NFkB block: -4.6; Shn3 inh set2: 56.8; Peg3 promoter: 8.2; EBV LMP1 NFkB: 6.2; C8 TRAIL sens: 3.6; KKLEB tox: 7.8

How did Cc1ccc(S(=O)(=O)NC(=O)COc2ccccc2)cc1 do in these assays?
HIF-2a block: 11.1; NR2E3 ag-1: 8.0; TRPM1 prom inh: 6.5; iPSC survival up: 0.2; NR2E3 ag-2: 0.7; CF NFkB block: 12.0; Shn3 inh set2: 10.5; Peg3 promoter: -2.9; EBV LMP1 NFkB: 4.9; C8 TRAIL sens: -10.2; KKLEB tox: 6.9
